# tim10-1 inh = inhibits growth of tim10-1 mutant yeast; S. cerevisiae tim10-1 ts strain growth, BacTiter-Glo, 24 h; inhibition, % at 20 µM; 2.2% of 330,000 active;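 active = inhibition of at least 40%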;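 also: mutant grown at 25 °C; 0% = DMSO wells with yeast and 100% = wells holding no yeast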
# TIM10 inh = growth inhibitors of TIM10 yeast strain; S. cerevisiae TIM10 strain growth, BacTiter-Glo luminescence, 24 h; inhibition, % at 10 µM; 1.4% of 330,000 active; AID 463195;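 active = inhibition of 40% or more at the single tested concentration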;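 also: wild-type TIM10 isogenic control strain grown at permissive 25 °C; 0% = DMSO yeast wells and 100% = minimal medium wells without yeast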
# ATG4B inh = blocks human ATG4B protease cleavage of LC3 substrate | 0.51% of 340,000 active | ATG4B cleavage of LC3-PLA2, NBD-HPC fluorescence, 1 h | Q9Y4P1 | inhibition, % at 8.33 µM; in the data active = inhibition above about 40%
# NALP3 yeast inh = NALP3 inhibition in yeast; Yeast reconstituted NLRP3/ASC/caspase-1, beta-gal luminescence, 24 h; inhibition, % at 10 µM; 0.39% of 330,000 active; AID 2825;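 active = inhibition of 50% or more; inactive = inhibition below 50%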;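 also: plate controls were induced DMSO wells for no effect and uninduced yeast grown without galactose for full effect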
# mIAP inh = blocks mouse intestinal alkaline phosphatase; purified mouse IAP, CDP-Star luminescence, 30 min; inhibition, % at 10 µM; 0.2% of 330,000 active;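 active = inhibition of at least 40% at 10 µM in the primary screen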;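 also: plate controls were DMSO with enzyme for no effect and no enzyme wells for full effect; values of inactives mirror those of a sister screen read the other way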
# hIAP act = increases human intestinal alkaline phosphatase activity. purified human IAP, CDP-Star luminescence, 30 min; active compounds read high; 1 = vehicle-only enzyme, 0 = enzyme-free background. AID 2524. 0.16% of 330,000 active. P09923. activation factor at 10 µM;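 active = activation factor of the enzyme at least 2-fold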; also: the source names both 10 and 20 µM as test concentration; values of inactives mirror those of a sister screen read the other way
# hIAP inh = blocks human intestinal alkaline phosphatase. P09923. purified IAP, CDP-Star luminescence, 30 min. inhibition, % at 10 µM. 0.12% of 330,000 active;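 active = inhibition reaching a set limit with compound at 10 µM in the primary screen, cut at about 35% in these data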;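 also: plate controls were DMSO wells with enzyme for no effect and no-enzyme buffer wells for full effect; values of inactives mirror those of a sister screen read the other way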
# Apaf-1 inh = human Apaf-1 inhibition | O14727 | 0.71% of 330,000 active | reconstituted apoptosome caspase-3 activity, DEVD-Rh110 fluorescence | inhibition, % at 20 µM; active = inhibition of at least 40% at 20 µM;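 also: plate controls were DMSO wells for no effect and DEVD-CHO caspase inhibitor wells for full effect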
# Target sequence (O14727 whole entry, looked up): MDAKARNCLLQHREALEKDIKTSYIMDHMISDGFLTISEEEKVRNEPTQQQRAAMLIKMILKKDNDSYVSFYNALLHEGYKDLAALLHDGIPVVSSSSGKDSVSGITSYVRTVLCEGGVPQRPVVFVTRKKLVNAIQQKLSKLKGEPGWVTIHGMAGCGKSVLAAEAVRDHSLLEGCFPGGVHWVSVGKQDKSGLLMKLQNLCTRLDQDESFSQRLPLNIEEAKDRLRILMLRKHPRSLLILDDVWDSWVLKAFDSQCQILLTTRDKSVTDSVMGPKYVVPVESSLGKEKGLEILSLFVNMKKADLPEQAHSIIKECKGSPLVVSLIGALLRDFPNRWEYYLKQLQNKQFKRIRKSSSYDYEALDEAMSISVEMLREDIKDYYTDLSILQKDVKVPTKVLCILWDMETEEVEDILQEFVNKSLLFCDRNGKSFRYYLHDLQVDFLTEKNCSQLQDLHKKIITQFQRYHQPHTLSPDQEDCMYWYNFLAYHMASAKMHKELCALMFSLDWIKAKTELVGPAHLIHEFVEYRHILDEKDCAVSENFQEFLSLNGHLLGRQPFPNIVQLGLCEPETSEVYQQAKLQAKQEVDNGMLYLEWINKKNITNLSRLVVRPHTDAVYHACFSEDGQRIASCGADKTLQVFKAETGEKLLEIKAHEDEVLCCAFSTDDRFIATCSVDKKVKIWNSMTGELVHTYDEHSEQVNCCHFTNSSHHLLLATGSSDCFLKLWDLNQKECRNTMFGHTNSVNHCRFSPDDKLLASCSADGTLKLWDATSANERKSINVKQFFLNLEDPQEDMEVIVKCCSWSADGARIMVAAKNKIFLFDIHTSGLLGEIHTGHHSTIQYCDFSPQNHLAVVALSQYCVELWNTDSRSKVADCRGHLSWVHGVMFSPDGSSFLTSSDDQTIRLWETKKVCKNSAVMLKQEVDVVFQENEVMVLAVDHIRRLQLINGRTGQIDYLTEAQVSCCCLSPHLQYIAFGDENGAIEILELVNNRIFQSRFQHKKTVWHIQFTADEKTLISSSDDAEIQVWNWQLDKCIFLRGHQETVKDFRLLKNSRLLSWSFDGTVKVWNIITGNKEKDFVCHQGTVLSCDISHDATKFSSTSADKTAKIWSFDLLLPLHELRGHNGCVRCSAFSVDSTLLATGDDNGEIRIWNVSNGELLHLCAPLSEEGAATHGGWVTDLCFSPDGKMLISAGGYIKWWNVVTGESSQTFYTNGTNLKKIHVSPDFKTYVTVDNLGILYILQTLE
#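 System: reconstituted apoptosome with Apaf-1, cytochrome c, caspase-9, procaspase-3, dATP; Signal: Rh110 fluorescence intensity; Schedule: 30 min compound preincubation, 50 min activation, room temperature; Reagent: cytochrome c trigger plus (Z-DEVD)2-Rh110 caspase-3 substrate.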
# mIAP activ = mouse IAP activation. 0.24% of 330,000 active. activation factor at 10 µM. muIAP, CDP-Star luminescence, 30 min; active compounds read high; 1 = vehicle-only enzyme signal, 0 = enzyme-free wells;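 active = activation factor of at least 2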; also: the source names both 10 and 20 µM as test concentration; values of inactives mirror those of a sister screen read the other way
#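 System: mouse IAP enzyme. Reagent: CDP-Star chemiluminescent phosphatase substrate. Benchmarks: DMSO wells, no-enzyme wells. Times: 30 min enzyme-substrate-compound incubation at room temperature. Detection: luminescence from enzymatic CDP-Star hydrolysis. Doses: test compounds delivered from DMSO solution.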
# * hit, by the source's call; nt = not tested or not shown.
entry	structure	tim10-1 inh	TIM10 inh	ATG4B inh	NALP3 yeast inh	mIAP inh
1	CCCS(=O)(=O)N1CCCC(C(=O)NCCCN(CC)c2cccc(C)c2)C1 (centres undefined)	19	-6	-11	19	-4
2	CC(C)C(=O)Nc1cccc(NC(=O)c2cccc(Br)c2)c1	-1	-2	0	8	1
3	Cc1nc2ccc(NC(=S)NC3CC3)cc2nc1C	11	4	-6	12	8
4	C=CCc1ccccc1OCCOc1ccc([N+](=O)[O-])cc1/C=N/NC(N)=O	5	-22	0	-1	5
5	O=C(COc1ccc(C(=O)c2ccccc2)cc1)NC1CCCCC1	19	-2	-1	6	7
6	COc1cccc(CN(C)C(=O)c2ccc(S(=O)(=O)Nc3ccccc3F)cc2)c1OC	-1	6	3	18	-1
7	CCc1ccccc1NC(=O)Cn1nc(C)n2cccc2c1=O	-7	-8	-1	16	0
8	CC1CC(C)CN(C(=O)CCC(=O)Nc2nnc(C3CCCCC3)s2)C1 (centres undefined)	1	12	6	10	-6
9	C=CCNC(=O)COC(=O)COc1ccc(Cl)cc1	-3	-16	4	7	-4
10	Cc1cccc(N=C2NC(=O)/C(=C/c3cccn3C)S2)c1C	16	37	18	27	13
11	Cc1ccc(C(=O)N2CCN(c3ncccn3)CC2)c(C)c1	10	0	-2	8	-20
12	Cc1cccc(Nc2ncnc3onc(-c4cccc(Cl)c4)c23)c1C	20	13	-6	16	11
13	CC1CCCCN1CCCNC(=O)c1ccc2c(=O)n(CCc3ccccc3)c(=O)[nH]c2c1 (centres undefined)	9	5	-11	10	10
14	CCOc1cc(Cl)c(S(=O)(=O)NCCCn2ccnc2)cc1Cl	6	1	2	15	-7
15	COc1ccc(-c2c3c(cc4ncn(Cc5ccccc5)c24)COC3=O)cc1	10	15	4	3	16

entry	hIAP act	hIAP inh	Apaf-1 inh	mIAP activ
1	0.91	9	23	1
2	1.2	-15	10	0.99
3	0.93	7	7	0.92
4	1.1	-13	-2	0.95
5	0.94	6	9	0.93
6	1.2	-21	7	1
7	0.88	12	5	1
8	0.84	16	13	1.1
9	1	-2	-3	1
10	0.93	7	13	0.87
11	1.2	-16	9	1.2
12	0.98	2	10	0.89
13	1.1	-9	2	0.9
14	1.1	-6	6	1.1
15	1	-2	8	0.84

# Compounds listed so far with a carbonyl joined to an NH by a bond outside any ring:
entry	structure	tim10-1 inh	TIM10 inh	ATG4B inh	NALP3 yeast inh	mIAP inh
1	CCCS(=O)(=O)N1CCCC(C(=O)NCCCN(CC)c2cccc(C)c2)C1 (centres undefined)	19	-6	-11	19	-4
2	CC(C)C(=O)Nc1cccc(NC(=O)c2cccc(Br)c2)c1	-1	-2	0	8	1
4	C=CCc1ccccc1OCCOc1ccc([N+](=O)[O-])cc1/C=N/NC(N)=O	5	-22	0	-1	5
5	O=C(COc1ccc(C(=O)c2ccccc2)cc1)NC1CCCCC1	19	-2	-1	6	7
7	CCc1ccccc1NC(=O)Cn1nc(C)n2cccc2c1=O	-7	-8	-1	16	0
8	CC1CC(C)CN(C(=O)CCC(=O)Nc2nnc(C3CCCCC3)s2)C1 (centres undefined)	1	12	6	10	-6
9	C=CCNC(=O)COC(=O)COc1ccc(Cl)cc1	-3	-16	4	7	-4
13	CC1CCCCN1CCCNC(=O)c1ccc2c(=O)n(CCc3ccccc3)c(=O)[nH]c2c1 (centres undefined)	9	5	-11	10	10

entry	hIAP act	hIAP inh	Apaf-1 inh	mIAP activ
1	0.91	9	23	1
2	1.2	-15	10	0.99
4	1.1	-13	-2	0.95
5	0.94	6	9	0.93
7	0.88	12	5	1
8	0.84	16	13	1.1
9	1	-2	-3	1
13	1.1	-9	2	0.9

# (cont.)
entry	structure	tim10-1 inh	TIM10 inh	ATG4B inh	NALP3 yeast inh	mIAP inh
16	COC(=O)c1[nH]c2c(c1C)C(=O)CC(c1cc(OC)ccc1OC)C2 (centres undefined)	-3	4	3	7	-1
17	COc1ccc(CCN2CCCC(CN(C)C(=O)c3cc(C)oc3C)C2)cc1 (centres undefined)	1	1	-2	2	3
18	CC(C1CC2CCC1C2)n1c(-c2cccs2)n[nH]c1=S (centres undefined)	15	33	-4	12	-10
19	CC(=O)Nc1ccc(S(=O)(=O)n2cnc(C)c2)cc1	-25	-2	3	-3	-10
20	COc1cccc(CNC(=O)C2CCN(S(=O)(=O)c3cccs3)CC2)c1	25	-2	5	4	-18
21	COCc1nnc(NC(=O)CCSc2ccccc2)s1	12	5	3	14	-1
22	COc1ccc([C@H]2CC(=O)C=C(c3ccc(C)c(F)c3)C2)cc1	17	-1	6	35	14
23	Cc1ccc(C(=O)NNC(=O)C(C)Oc2ccccc2F)cc1S(=O)(=O)N1CCOCC1 (centres undefined)	-8	7	-4	8	2
24	O=C(c1cccc([N+](=O)[O-])c1)N1CCN(c2cccc(Cl)c2)CC1	33	19	2	-30	5
25	Cc1ccc2c(CN(C)Cc3ccc(Cl)cc3)cc(=O)oc2c1	-1	12	-8	37	11
26	CCc1ccc(NC(=O)C(C)OC(=O)c2ccc(N3CCCC3)c([N+](=O)[O-])c2)cc1 (centres undefined)	12	-12	-3	-6	7
27	CN(Cc1ccccc1)c1nc(N)nc(Cl)c1C=O	18	13	-3	5	-6
28	CCCOc1ccc(/C=N/O)cc1	9	2	-5	15	5
29	CN(C)CCCNc1cc(O)c2ncccc2c1	10	-3	-10	23	19
30	O=C(c1cc2ccccc2cc1OCC(O)CN1CCCCC1)N1CCCCC1 (centres undefined)	5	2	-18	10	-2

entry	hIAP act	hIAP inh	Apaf-1 inh	mIAP activ
16	0.95	5	6	1
17	0.9	10	12	0.97
18	1.5	-48	-1	1.1
19	1.3	-28	-9	1.1
20	1.1	-9	-2	1.2
21	1.1	-6	5	1
22	1	-2	15	0.86
23	1.3	-30	8	0.98
24	1.1	-10	5	0.95
25	0.91	9	12	0.89
26	1.1	-10	16	0.93
27	0.89	11	-13	1.1
28	0.82	18	4	0.95
29	1.3	-28	77*	0.81
30	0.97	3	20	1

# (cont.)
entry	structure	tim10-1 inh	TIM10 inh	ATG4B inh	NALP3 yeast inh	mIAP inh
31	O=c1[nH]nc(Cc2ccccn2)c2ccccc12	0	-5	-4	-7	-2
32	NC(=O)c1ccc(NC(=O)CS(=O)(=O)c2cn(CC(=O)N3CCCCC3)c3ccccc23)cc1	12	4	0	15	-3
33	COc1ccc(CCC(=O)N(C)CC(=O)Nc2ccc(N3CCOCC3)cc2)cc1	6	6	-13	8	-4
34	O=C(/C=C/c1cccc(Br)c1)NCC1CCCCC1	26	41*	35	17	9
35	Cc1cc(C)n(-c2nc3ccccc3nc2N2CCN(C(=O)c3ccc(Cl)cc3)CC2)n1	15	31	-25	2	-7
36	CCOC(=O)C1CCCN(C(=O)c2cccc3ccccc23)C1 (centres undefined)	2	-13	-2	7	-1
37	CCOc1cc(/C=N/O)cc(Br)c1OCc1ccc(Cl)cc1	54*	-11	7	9	-1
38	CCOCC(=O)Nc1cccc(C(=O)OCC)c1	17	10	1	17	-7
39	COCCn1c(C)cc(C2=NNC(=Nc3ccc(F)cc3)SC2)c1C	32	7	1	1	6
40	Cc1c(NC(=O)Nc2ccccc2Cl)sc(=S)n1C	12	2	5	7	-6
41	COc1ccccc1C(=O)NC(=S)Nc1ccc(NC(=O)c2ccco2)cc1	-24	-3	-1	0	2
42	COc1ccc(NC(=O)COC(=O)C(NC(=O)c2ccc(C)cc2)C(C)C)cn1 (centres undefined)	-18	-4	-11	13	-7
43	COc1ccc(C(=O)OCC(=O)N2CCCC2=O)c(OC)c1	-1	-10	22	2	-9
44	COc1ccccc1C1C(C(=O)c2cc3ccccc3o2)=C(O)C(=O)N1CCN1CCOCC1 (centres undefined)	24	19	-8	24	-1
45	Cc1nn(-c2ccccc2)c(N2CCCC2)c1/C=N/NC(=O)c1cc(-c2cccnc2)nc2ccccc12	3	10	33	13	14

entry	hIAP act	hIAP inh	Apaf-1 inh	mIAP activ
31	0.86	14	-10	1
32	1	-2	-1	1
33	1.1	-12	-26	1
34	0.84	16	3	0.91
35	0.92	8	9	1.1
36	1.1	-11	9	1
37	0.98	2	28	1
38	0.95	5	6	1.1
39	0.83	17	8	0.94
40	0.92	8	-9	1.1
41	0.98	2	-18	0.98
42	1.1	-5	-1	1.1
43	1.1	-11	7	1.1
44	0.99	1	13	1
45	1.1	-10	15	0.86

# Whole records from above. Values in the order: tim10-1 inh, TIM10 inh, ATG4B inh, NALP3 yeast inh, mIAP inh, hIAP act, hIAP inh, Apaf-1 inh, mIAP activ
# Entry for `CCOCC(=O)Nc1cccc(C(=O)OCC)c1` → 17, 10, 1, 17, -7, 0.95, 5, 6, 1.1
# Entry for `NC(=O)c1ccc(NC(=O)CS(=O)(=O)c2cn(CC(=O)N3CCCCC3)c3ccccc23)cc1` → 12, 4, 0, 15, -3, 1, -2, -1, 1

# Other structures
entry	structure	tim10-1 inh	TIM10 inh	ATG4B inh	NALP3 yeast inh	mIAP inh
46	Cc1c(C(C)(C)O)[nH]c2ccc(C(F)(F)F)cc12	26	25	-13	26	6
47	CC(CCCC(C)(C)O)NCc1cn[nH]c1-c1ccc2c(c1)OCO2 (centres undefined)	3	-15	-3	10	0
48	CCc1c(C)nc(N2CCOCC2)[nH]c1=O	-1	-5	-9	9	-8
49	CCOc1cccc(CN2CCCC(CCC(=O)NCc3ccccc3F)C2)c1O (centres undefined)	10	7	-8	14	2
50	Cc1nnsc1C(=O)NC(C)c1ccccc1 (centres undefined)	-8	-20	3	-8	-16
51	Cn1cnnc1SCC(=O)N1CCc2ccccc21	9	-1	-7	13	-10
52	O=C(N/N=C/c1ccc[nH]1)c1ccc(Cl)cc1	7	2	-8	11	30
53	Cc1sc2ncnc(NCCCO)c2c1C	-3	-6	-1	12	-5
54	O=C(Cn1c(/C=C/c2ccccc2)nc2ccccc21)Nc1ccc(F)cc1	28	25	-13	-3	8
55	CCn1nnc(-c2ccccc2NC(=O)C(F)(F)F)n1	9	-1	1	14	2
56	COc1ccc(Nc2nc(N)nc(CSC(=S)N3CCCCC3C)n2)cc1 (centres undefined)	29	40	-9	13	0
57	CN1CCN(C(=O)C2=C[C@H](c3ccccc3)C[C@H](OCc3ccc(CO)cc3)O2)CC1	-6	-9	-3	23	-5
58	COC(=O)CCCC[C@H]1SC[C@H]2NC(=O)N[C@]21O	-6	4	nt	13	9
59	CCc1ccc(NC(=O)Nc2ccsc2C(=O)OC)cc1	31	12	-10	27	-22
60	COc1ccc(C(C)=O)cc1COC(=O)Cc1cc(OC)c(OC)c(OC)c1	25	-1	-8	6	0

entry	hIAP act	hIAP inh	Apaf-1 inh	mIAP activ
46	0.86	14	7	0.94
47	0.94	6	-10	1
48	0.98	2	7	1.1
49	1.1	-13	-7	0.98
50	1.1	-9	-14	1.2
51	0.85	14	-1	1.1
52	0.93	7	-3	0.7
53	1	0	-6	1
54	0.97	3	23	0.92
55	0.88	12	-3	0.98
56	0.94	6	10	1
57	0.86	14	0	1.1
58	1.2	-19	-11	0.91
59	1.2	-21	0	1.2
60	0.87	13	6	1

# Values in list order from above:
# hIAP inh, compounds 55–60, in order: 12, 6, 14, -19, -21, 13

# Compound activity as filed in PubChem BioAssay.
